rCAG binder: binds r(CAG) RNA repeats; r(CAG) RNA repeat, TO-PRO-1 dye displacement fluorescence; inhibition, % at 3 µM; 370,000 tested, 1.3% active;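 active = inhibition above the plate cutoff, the mean of all test compounds on that plate plus 3 SD, cut at about 35% in these data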;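 note: 0% = DMSO alone and 100% = 100 µM mitoxantrone as full dye displacement; higher means more dye released from RNA so lower well fluorescence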
PRMT1 FP inh: inhibitors of human PRMT1 | 370,000 tested, 1.3% active | inhibition, % at 2.79 µM | recombinant PRMT1, activity-based probe fluorescence polarization | AID 652257;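 active = inhibition above about 21% made by adding two undisclosed values, limit read from the data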
HTRA1 inhibitor: inhibitors of human serine peptidase HTRA1 | recombinant HTRA1, FP-rhodamine activity-based probe, fluorescence polarization | 340,000 tested, 0.5% active | Q92743 | inhibition, % at 5.96 µM; in the data active = inhibition above about 36%;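 note: 0% = enzyme with DMSO and 100% = wells lacking enzyme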
ABHD4 inh: ABHD4 (mouse) inhibition, primary FP screen; Q8VD66; purified mABHD4, FP-Rh probe fluorescence polarization; inhibition, % at 8.92 µM; 370,000 tested, 0.54% active; AID 720543;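 active = inhibition exceeding the mean over every tested compound plus 3 SD, cut at about 30% in these data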;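 note: 0% = plate median of compound wells and 100% = S159A mutant with DMSO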
Target sequence (Q8VD66 whole entry, looked up): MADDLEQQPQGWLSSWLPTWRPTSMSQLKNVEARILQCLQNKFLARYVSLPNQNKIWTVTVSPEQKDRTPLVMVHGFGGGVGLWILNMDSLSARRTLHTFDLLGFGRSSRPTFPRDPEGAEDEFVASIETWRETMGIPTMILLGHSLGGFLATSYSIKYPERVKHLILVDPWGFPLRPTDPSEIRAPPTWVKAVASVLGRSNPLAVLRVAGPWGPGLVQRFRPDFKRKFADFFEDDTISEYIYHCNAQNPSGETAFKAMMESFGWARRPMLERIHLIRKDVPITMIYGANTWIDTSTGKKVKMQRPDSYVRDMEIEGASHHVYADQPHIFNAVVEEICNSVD
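Test system: mABHD4 protein; Read-out basis: % inhibition; Incubation: 45 min + 60 min at 25 °C; Repeats: single replicate; Technique: fluorescence polarization with parallel and perpendicular emission, 525/598 nm; Compound: 8.92 µM, single dose; Benchmarks: full inhibition S159A mutant plus DMSO, zero as sample-well median.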
SIAE primary: inhibitors of human sialic acid acetylesterase SIAE; inhibition, % at 9.66 µM; 370,000 tested, 0.69% active; AID 1053197; SIAE FP-Rh probe binding, fluorescence polarization;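 active = inhibition above a cutoff: mean of compounds within the control limits plus 3 SD of those, cut at about 17% in these data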;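 note: 0% = plate median of compound wells and 100% = probe without SIAE protein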
PG9 Ab binder: small molecules binding HIV-1 gp120 antibody PG9 | 360,000 tested, 0.43% active | TR-FRET gp120-PG9 antibody binding | inhibition, % at 6.7 µM; in the data active = inhibition above about 8.5%
Rev-erbA mod: modulators of human Rev-erb alpha DNA binding | Rev-erbα–FITC-DNA binding, fluorescence polarization, 90 min | activity, % at 10 µM | 370,000 tested, 0.79% active;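 active = activity above about 14%, limit read from the data; passing the limit was not always enough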;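 note: 0% = DMSO wells with 35 nM protein and 100% = DMSO wells with 750 nM protein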
Target sequence (P20393 whole entry, looked up): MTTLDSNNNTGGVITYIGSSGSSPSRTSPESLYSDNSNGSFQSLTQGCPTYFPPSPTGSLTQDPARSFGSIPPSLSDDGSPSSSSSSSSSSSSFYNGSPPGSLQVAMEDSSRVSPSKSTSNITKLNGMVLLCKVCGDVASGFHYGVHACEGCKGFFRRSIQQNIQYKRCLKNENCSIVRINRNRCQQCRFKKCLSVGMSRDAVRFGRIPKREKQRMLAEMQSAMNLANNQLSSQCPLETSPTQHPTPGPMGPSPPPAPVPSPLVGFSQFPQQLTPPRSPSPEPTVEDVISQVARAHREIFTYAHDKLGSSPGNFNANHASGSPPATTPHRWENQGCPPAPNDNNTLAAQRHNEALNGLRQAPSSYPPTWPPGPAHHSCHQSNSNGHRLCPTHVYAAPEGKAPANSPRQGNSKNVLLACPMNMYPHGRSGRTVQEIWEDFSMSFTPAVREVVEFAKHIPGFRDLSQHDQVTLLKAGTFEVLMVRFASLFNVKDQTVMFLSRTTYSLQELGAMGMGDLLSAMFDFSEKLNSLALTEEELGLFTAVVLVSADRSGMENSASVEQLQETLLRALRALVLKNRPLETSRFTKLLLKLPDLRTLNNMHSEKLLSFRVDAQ
TDP2 absorb: TDP2 (human) inhibition, absorbance primary screen; recombinant TDP2, T5PNP hydrolysis, p-nitrophenol absorbance 415 nm; O95551; AID 720702; inhibition, % at 12.8 µM; 370,000 tested, 0.34% active;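 active = inhibition above the mean of all tested compounds plus 3 SD, set per campaign, cut at about 25% in these data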;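 note: 0% = DMSO with enzyme and 100% = buffer with substrate but no TDP2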
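System – recombinant human TDP2 · Quantity – TDP2 enzyme at 120 nM final · Doses – single concentration, 12.8 µM nominal, with 1% DMSO · Incubation – 2 h at 37 °C · Measured by – epi absorbance of p-nitrophenol freed from T5PNP by hydrolysis · Read-out – % inhibition relative to enzyme-containing and enzyme-free wells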
LEDGF integ inh: blocks HIV-1 LEDGF/p75-dependent DNA integration | TR-FRET IN-LEDGF/p75 DNA integration, Eu/Cy5 | inhibition, % at 3.7 µM | 370,000 tested, 0.64% active | AID 743269;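 active = inhibition above the screen-wide mean plus 3 SD, cut at about 13% in these data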;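 note: signal is the Cy5 over europium emission ratio at 671 and 618 nm; 0% = plate median of compound wells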
TCR-CD3 inh: human TCR-CD3 binding inhibition; TAMRA-labeled TCR probe fluorescence, biochemical; inhibition, % at 9.4 µM; 360,000 tested, 0.37% active; AID 651800; in the data active = inhibition above about 19%;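 note: recombinant mutant TCR 2C K166C tagged with TAMRA read by polarization; 0% = receptor in buffer alone and 100% = receptor with positive control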
Active calls of the source: *; x = no result given. A portion of the library, so the mix of outcomes need not match the whole.

SMILES	rCAG binder	PRMT1 FP inh	HTRA1 inhibitor	ABHD4 inh	SIAE primary	PG9 Ab binder	Rev-erbA mod	TDP2 absorb	LEDGF integ inh	TCR-CD3 inh
c1ccc(-c2cc(N3CCOCC3)nc3ccccc23)cc1	-2	1	-2	8	-4	1.3	7	17	-1	4
CCOC(=O)C(=NCCCN1CCOCC1)NNc1cccc(C(F)(F)F)c1	-5	2	-18	4	1	-3.7	-4	-7	-3	0
CCOC(=O)/C=C/C(=O)Nc1cc(S(=O)(=O)Nc2ccc(OC)cc2)ccc1N1CCOCC1	4	3	-4	-2	3	1.3	-4	6	-1	-6
CC(=O)Nc1ccc(S(=O)(=O)NC(C)c2nc(-c3ccccc3)no2)cc1 (stereo unspecified)	-1	-2	6	2	2	-2.2	-10	13	2	3
O=C(CCNS(=O)(=O)c1ccccc1F)N1CCN(C(c2ccccc2)c2ccccc2)CC1	-1	-2	-18	-8	-5	0.4	-2	1	1	13
NC(=O)c1cc(-c2ccccc2)nc2ccc(Br)cc12	2	-1	x	-6	-17	0.9	5	-7	7	-8
COc1ccc(Cl)cc1NC(=O)CN1CCC(n2nnc3cc(F)ccc32)CC1	0	-2	-1	-7	2	-2.7	-1	8	-1	4
CCCC[C@H](C(=O)N(CC)c1ccccc1)[C@@H](O)c1ccc2ccccc2c1	5	1	x	-1	-1	x	2	-11	-3	x
CCN(CC)CCCNC(=O)CSc1nc2cccnc2n1C	1	-3	x	0	1	x	-6	2	3	x
CCN(CC)S(=O)(=O)c1ccc(N2Cc3ccccc3C2=N)cc1	1	0	2	-4	-4	0.5	1	7	-1	3
CCCCCC(=O)N1C[C@H](n2cc(C3CC3)nn2)[C@@H](O)C[C@@H]1c1ccc(Cl)cc1	1	-1	-5	-6	-4	0.3	0	-1	-1	2
CCCCCNC(=O)c1ccc2c(=O)n(CCCN3CCCC3=O)c(=S)[nH]c2c1	-7	-2	-7	5	9	0.7	3	-3	-4	9
C=C1CCN([C@@H](CC(C)C)C(=O)NCc2ccccc2)S(=O)(=O)c2ccccc21	-7	-1	-7	-2	2	-1.4	2	2	0	10
Cc1ccc(S(=O)(=O)N2CCN(C(=O)COC(=O)C3(C)CC3(Cl)Cl)CC2)c(C)c1 (stereo unspecified)	3	-4	12	-1	0	-2.8	-3	1	1	0
Cc1nnc(SCC2=C(C(=O)O)N3C(=O)C(NC(=O)c4cccc(F)c4F)C3SC2)s1 (stereo unspecified)	24	59*	1	-6	8	1.8	-3	-8	1	5
CCCOC(=O)C1C2C=CC3(CN(c4ccc(Cl)c(F)c4)C(=O)C13)O2 (stereo unspecified)	0	5	2	-1	49*	1.1	1	-4	-2	-5
O=C(NCc1ccccc1)c1cc(C2CCCCN2S(=O)(=O)Cc2ccccc2)on1 (stereo unspecified)	4	-2	x	-2	0	1.2	-5	0	1	2
CCCCCCC(CC(=O)NCc1cccnc1)CC(=O)NCc1cccnc1	-6	4	1	-2	7	1.5	-3	-4	-3	-10
Cc1ccc2c(C(=O)CN3CC(C)CC(C)C3)c(C)[nH]c2c1 (stereo unspecified)	3	2	-2	5	4	2.2	-2	-1	-2	2
CC(C)OC(=O)c1cc2c(ccn2C)n1CC(=O)N(Cc1ccccc1)c1ccc(F)cc1	3	25*	-24	7	13	-0.4	3	-9	-8	-2
Cc1ccc(-c2csc(NC(=O)Cn3[nH]c(=O)c4ccccc4c3=O)n2)cc1	12	-2	-44	-10	-18	-0.6	1	-8	2	-2
CCOC(=O)Cn1cc(CN2C(C(=O)OC)CN(C3CCCC3)CCS2(=O)=O)nn1 (stereo unspecified)	3	-1	x	-5	7	x	7	-16	4	x
O=C(c1ccccc1)c1nccn1-c1ccc(Cl)nn1	1	1	-1	0	-1	-0.1	-7	12	0	4
OCc1ccc(OCCCOc2cccc3cccnc23)cc1	-1	7	-3	-17	-6	1.1	1	-10	3	-2

Reformatted: three of the compounds above.
canonical_smiles: C=C1CCN([C@@H](CC(C)C)C(=O)NCc2ccccc2)S(=O)(=O)c2ccccc21
  rCAG binder: -7
  PRMT1 FP inh: -1
  HTRA1 inhibitor: -7
  ABHD4 inh: -2
  SIAE primary: 2
  PG9 Ab binder: -1.4
  Rev-erbA mod: 2
  TDP2 absorb: 2
  LEDGF integ inh: 0
  TCR-CD3 inh: 10

canonical_smiles: Cc1ccc2c(C(=O)CN3CC(C)CC(C)C3)c(C)[nH]c2c1 (stereo unspecified)
  rCAG binder: 3
  PRMT1 FP inh: 2
  HTRA1 inhibitor: -2
  ABHD4 inh: 5
  SIAE primary: 4
  PG9 Ab binder: 2.2
  Rev-erbA mod: -2
  TDP2 absorb: -1
  LEDGF integ inh: -2
  TCR-CD3 inh: 2

canonical_smiles: Cc1ccc(-c2csc(NC(=O)Cn3[nH]c(=O)c4ccccc4c3=O)n2)cc1
  rCAG binder: 12
  PRMT1 FP inh: -2
  HTRA1 inhibitor: -44
  ABHD4 inh: -10
  SIAE primary: -18
  PG9 Ab binder: -0.6
  Rev-erbA mod: 1
  TDP2 absorb: -8
  LEDGF integ inh: 2
  TCR-CD3 inh: -2

Other structures:
SMILES	rCAG binder	PRMT1 FP inh	HTRA1 inhibitor	ABHD4 inh	SIAE primary	PG9 Ab binder	Rev-erbA mod	TDP2 absorb	LEDGF integ inh	TCR-CD3 inh
CCOc1ccc(S(=O)(=O)N(C)CC(=O)NCc2ccccn2)cc1	0	-1	9	2	0	-0.7	1	1	-3	1
COC(=O)c1[nH]c2ccc(C)cc2c1NC(=O)CN1CCN(c2ccc(F)cc2)CC1	4	1	-2	1	2	-3.1	-1	-14	-5	-3
CCn1c(SCC(=O)Nc2nc3ccccc3s2)nnc1-c1ccc(OC)cc1	6	3	-4	0	-4	-0.6	-2	-2	2	-1
O=C(NCc1ccccc1)[C@]1(C(F)(F)F)C[C@H](CCc2ccccc2)CCCO1	0	-1	-12	-6	-1	-1.4	4	4	0	1
CCOC(=O)CCCCCC(=O)Nc1ccc2c(c1)CC(=O)N([C@H](C)CO)C[C@H](C)[C@H](CN(C)S(=O)(=O)c1ccc(OC)cc1)O2	5	1	-7	2	-2	-0.1	-2	-7	-2	6
O=C(Cc1ccccc1[N+](=O)[O-])NCC(=O)c1ccc2c(c1)OCO2	4	-4	6	7	11	-2.9	6	-13	-1	3
CSCC(C)N1CCC(CO)(CCCc2ccccc2)CC1 (stereo unspecified)	-5	-3	-5	1	3	-1.4	2	-1	0	2
O=C(Oc1ccccc1)N1CCN(c2ccccc2F)CC1	0	-10	2	-2	-1	-2.4	3	-8	2	1
Cc1ccc(-c2csc(C(O)c3ccc(F)c(F)c3)n2)cc1C (stereo unspecified)	2	-6	x	-25	-7	-0.8	0	-13	-3	2
CCOc1ccc(/C(O)=C2\C(=O)C(=O)N(CCN(C)C)C2c2cc(OC)ccc2OC)cc1Cl (stereo unspecified)	1	-1	3	1	0	-2.6	1	-12	-4	8
O=C(NCCCN1CCOCC1)c1sc2cc(F)ccc2c1Cl	-4	-4	-3	3	1	1.3	-5	3	1	6
COc1nc(OC)nc(Oc2ccc([N+](=O)[O-])cc2Cl)n1	-4	-4	0	0	-10	0.8	-5	-7	1	1
Cc1cccc(NC(=S)NNC(=O)c2cc3c(s2)CCC(C)C3)c1C (stereo unspecified)	37*	-3	-8	10	-1	-0.7	2	4	1	4
O=C(Cn1cnc2c(cnn2-c2ccccc2)c1=O)Nc1ccc(S(=O)(=O)N2CCOCC2)cc1	5	0	-9	1	-4	0.1	-3	6	0	10
CCOC(=O)N1CCN(c2ccc(S(=O)(=O)N(Cc3ccccc3)Cc3ccccc3)cn2)CC1	4	-3	-3	0	-4	2.8	-7	-1	1	3
COc1ccc(-c2cc3c(=O)n(CC(=O)Nc4cccc(Cl)c4)ncn3n2)cc1	4	-3	-5	4	12	1.7	6	-6	2	2
Cc1ccc(NC(=C(C#N)C#N)c2ccccc2)cc1	1	-1	-1	1	8	-0.9	4	-3	-2	11
CSCCC(Nc1nc2ccccc2s1)C(=O)O (stereo unspecified)	1	2	7	0	-5	1.5	-6	0	-2	-1
O=C(NCc1ccccc1)c1c[nH]c2ccc(S(=O)(=O)Nc3ccc4c(c3)OCCO4)cc2c1=O	37*	1	-59	-89	-66	0.8	-1	6	3	-4
CCN(CC(=O)NCc1cccs1)C(=O)c1cccc(S(=O)(=O)Nc2ccccc2Cl)c1	15	-1	0	4	3	1.0	-4	-3	0	3
c1ccc(CNC2CCC23CCC(c2ccccc2)CC3)cc1 (stereo unspecified)	-1	-6	x	4	2	x	-2	-7	3	x
COC(=O)c1c(NS(C)(=O)=O)sc2c1CCCC2	5	2	-2	1	2	-0.9	-1	-2	0	-5
C[C@H]1CN([C@@H](C)CO)C(=O)c2cccc(NC(=O)Nc3ccc(C(F)(F)F)cc3)c2O[C@@H]1CN(C)S(=O)(=O)c1ccccc1	6	-2	-51	-79	-61	0.6	-8	-11	10	-6
Cc1ccccc1OCCC(=O)OCC(=O)NC1CCCC1	-6	0	0	2	-2	-1.5	3	6	-3	6
COc1ccc(S(=O)(=O)N2CCOCC2)c(C)c1C	-6	-2	1	8	5	0.1	2	0	0	1
CCN1C(=O)CC(N2CCC(Cc3ccccc3)CC2)C1=O (stereo unspecified)	-7	4	-2	-2	1	-0.5	-4	11	-1	1
CC(C)n1cnc2c(NCc3ccccc3)nc(NCc3ccccc3)nc21	-3	1	-3	13	4	1.5	-4	2	0	-6
CSc1ccc(CNC(=O)C2(C)CCCN(C(C)=O)C2)cc1 (stereo unspecified)	3	-3	x	2	1	-0.9	-9	-10	3	0
Cc1ccc(C(=O)NC(Cc2ccccc2C(F)(F)F)C(=O)O)cc1 (stereo unspecified)	4	-1	2	2	-3	-1.3	-7	15	-6	3
Cc1sc2nc(C3CC3)nc(N3CCN(C(=O)c4ccc(Cl)cc4)CC3)c2c1C	5	1	-52	-3	-9	-1.2	6	0	-4	0
O=C(COc1ccc(S(=O)(=O)N2CCCC2)cc1Cl)NCc1ccccn1	-3	-2	-2	2	-2	-2.0	3	4	-4	1
CC(C)CC(=O)NC(c1ccccc1)c1c(O)ccc2ccccc12 (stereo unspecified)	-3	-1	-21	-13	-1	-3.5	-6	-14	1	-4
COc1ccccc1N1CCN(C2CCCN(C(=O)c3ccccn3)C2)CC1 (stereo unspecified)	-4	6	2	-13	4	3.5	-3	-10	1	-3
CCOc1ccc(C(=O)Nc2ccc(N3CCN(C(=O)c4ccco4)CC3)cc2)cc1Br	3	-2	15	1	1	1.1	-15	-7	4	2
Cc1c(C(=O)NCc2cccnc2)sc2nc(-c3ccccc3)cn12	9	2	-17	-7	-10	0.3	13	-13	4	-3
COC(=O)c1c(NC(=O)COC(=O)CCc2ccc(S(=O)(=O)N3CCOCC3)cc2)sc2c1CCC2	3	4	-12	-11	-1	0.9	0	0	-1	-1
COc1ccc(C(=O)N2CCNC(=O)C2CC(=O)Nc2ccc(C)c(C)c2)cc1 (stereo unspecified)	-3	0	-6	1	-5	-0.3	-2	2	0	-4
C=C1CCC[C@]2(C)C[C@H]3OC(=O)C(CN[C@@H](C)c4ccccc4)[C@H]3CC12 (stereo partly specified)	-5	1	-3	7	-1	-0.8	5	-6	-5	-2
Cc1ccc(S(=O)(=O)CC(CN2CCCCC2)N2CCCCC2)cc1 (stereo unspecified)	-4	8	3	0	-5	-0.9	1	3	-4	1
